MEX-5 binding = MEX-5 zinc finger RNA-binding disruptors – biochemical, C. elegans, fluorescence polarization, MLPCN library, primary screen. Zinc finger protein mex-5 (Caenorhabditis elegans), Q9XUB2. actives 0.38% (n = 300,000). AID 1832, 2009. activity score (negative = inhibition of binding), % at 10 µM. MEX-5/FITC-TCR2 RNA binding; hits give low values;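 active = inhibition past about -25% in most replicates, and total fluorescence under double the plate's negative control median, limit read from the data; inconclusive = replicates evenly split on the limit, or fluorescence at least double controls; inactive = too little inhibition in most replicates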;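 note: 0% = DMSO and -100% = 5 µM competing unlabeled TCR2 RNA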
BCLXL inh = inhibitors of human Bcl-xL, primary screen, biochemical, fluorescence polarization, HTS; Bcl-2-like protein 1 (Homo sapiens), Q07817; GST-Bcl-xL / FITC-Bim BH3 peptide fluorescence polarization; inhibition, % at 10.9 µM; actives 0.7% (n = 320,000);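 active = inhibition above the mean of all tested compounds plus 3 SD, cutoff set per campaign, cut at about 30% in these data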;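 note: 0% = DMSO wells and 100% = unlabeled Bim-BH3 peptide competitor; inhibitors lower millipolarization by displacing the labeled peptide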
Target sequence (Q07817 whole entry, looked up): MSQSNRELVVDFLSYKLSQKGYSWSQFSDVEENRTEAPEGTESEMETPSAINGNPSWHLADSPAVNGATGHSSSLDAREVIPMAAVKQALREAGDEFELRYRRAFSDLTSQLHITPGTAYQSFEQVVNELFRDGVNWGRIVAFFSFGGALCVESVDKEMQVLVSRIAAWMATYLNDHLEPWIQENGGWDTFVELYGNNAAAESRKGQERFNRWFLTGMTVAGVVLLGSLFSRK
GLD-1 TGE inh = GLD-1/TGE RNA complex disruptors, primary screen, biochemical, fluorescence polarization | purified GLD-1 + fluorescein TGE RNA | inhibition, % at 5.96 µM | Female germline-specific tumor suppressor gld-1 (Caenorhabditis elegans), Q17339 | actives 0.44% (n = 320,000);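 active = percent inhibition above a per-plate cutoff, the plate mean of test compounds plus 3 SD, cut at about 30% in these data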;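 note: 0% = DMSO wells with GLD-1 and probe and 100% = wells lacking GLD-1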
Target sequence (Q17339 whole entry, looked up): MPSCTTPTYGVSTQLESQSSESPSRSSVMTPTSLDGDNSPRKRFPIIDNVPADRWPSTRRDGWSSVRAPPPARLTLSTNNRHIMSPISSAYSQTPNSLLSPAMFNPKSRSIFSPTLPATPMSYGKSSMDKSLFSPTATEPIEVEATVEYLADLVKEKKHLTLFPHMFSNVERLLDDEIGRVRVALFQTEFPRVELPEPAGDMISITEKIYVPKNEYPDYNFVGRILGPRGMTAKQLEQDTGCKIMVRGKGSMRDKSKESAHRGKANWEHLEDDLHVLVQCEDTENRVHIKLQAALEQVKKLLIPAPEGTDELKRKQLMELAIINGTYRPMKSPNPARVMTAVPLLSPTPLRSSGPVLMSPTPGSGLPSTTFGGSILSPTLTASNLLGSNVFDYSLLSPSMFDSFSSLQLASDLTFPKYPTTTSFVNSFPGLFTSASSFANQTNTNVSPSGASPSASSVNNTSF
CIT2-GFP yeast = modulators of CIT2-GFP expression in yeast, primary screen, S. cerevisiae, GFP fusion, multiplex flow cytometry, MLPCN library; S. cerevisiae CIT2-GFP strain, 3 h; 100 means same as DMSO wells; GFP response vs DMSO, % at 10 µM; actives 0.065% (n = 320,000);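 active = GFP response relative to DMSO above a set limit, near the screen mean plus 3 SD, cut at about 150% in these data; inconclusive = Fewer than 70 cells measured for a yeast strain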;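 note: ratio of well median GFP fluorescence to mean of DMSO wells on the plate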
GRK2 inh = compounds blocking aptamer binding on GRK2 – biochemical, human GRK2, bead flow cytometry, HTS, primary screen; FAM-aptamer displacement from GRK2; inhibition of aptamer binding, % at 10 µM; actives 0.59% (n = 330,000); AID 488847, 2010;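 active = inhibition of aptamer binding above 40%, roughly 3 SD of noise, on plates passing a quality check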;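 note: median bead fluorescence of bound FAM aptamer so fluorescent compounds give negative values; no value below 0 was filed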
Yeast superoxide = reduction of superoxide in aged yeast, primary screen, HTS. S. cerevisiae aged cells, superoxide DHE fluorescence; hits give low values. superoxide response (% of plate mean), % at 10 µM. actives 0.18% (n = 330,000);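 active = superoxide response under a set limit, about three screen SD below normal, cut at about 65% in these data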;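 note: yeast aged for seven days with compound at 30 °C before DHE staining; 100% = average MFI of all compound-treated wells on the plate with controls excluded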
AGP1-GFP MLPCN = modulators of AGP1-GFP expression in yeast TOR pathway, primary screen, cell-based, multiplex flow cytometry, S. cerevisiae, MLPCN library; 3 h; GFP as percent of DMSO wells; GFP response vs DMSO, % at 10 µM; actives 0.02% (n = 320,000); AID 2066, 2009;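 active = GFP response relative to DMSO above a set limit, near screen average plus 3 SD, cut at about 150% in these data; inconclusive = fewer than 70 cells counted for the yeast strain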;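 note: median GFP channel fluorescence of the gated AGP1 strain per well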
VLA-4 inh = inhibition in human VLA-4 binding assay, primary screen, VLA-4 allosteric modulator project, MLPCN library, flow cytometry, VLA-4 expressing cells; actives 0.2% (n = 330,000); inhibition, % (about 7 µM as worked out from the volumes in the protocol); AID 2557, 2010; Integrin alpha-4 (Homo sapiens), P13612; ligand binding flow cytometry; in the data active = inhibition above about 50%
MCL1-BIM inh = inhibitors of MCL1 binding to BIM-BH3, primary screen, biochemical, fluorescence polarization; GST-MCL1 / FITC-Bim-BH3 fluorescence polarization; Induced myeloid leukemia cell differentiation protein Mcl-1 (Homo sapiens), Q07820; AID 2057, 2009; actives 0.68% (n = 320,000); inhibition, % at 10.9 µM;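 active = inhibition above the mean inhibition of all tested compounds plus 3 SD, set per campaign, cut at about 40% in these data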;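 note: 0% = DMSO wells and 100% = unlabeled Bim-BH3 peptide control; higher means more loss of mP so more displacement of Bim peptide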
Target sequence (Q07820 whole entry, looked up): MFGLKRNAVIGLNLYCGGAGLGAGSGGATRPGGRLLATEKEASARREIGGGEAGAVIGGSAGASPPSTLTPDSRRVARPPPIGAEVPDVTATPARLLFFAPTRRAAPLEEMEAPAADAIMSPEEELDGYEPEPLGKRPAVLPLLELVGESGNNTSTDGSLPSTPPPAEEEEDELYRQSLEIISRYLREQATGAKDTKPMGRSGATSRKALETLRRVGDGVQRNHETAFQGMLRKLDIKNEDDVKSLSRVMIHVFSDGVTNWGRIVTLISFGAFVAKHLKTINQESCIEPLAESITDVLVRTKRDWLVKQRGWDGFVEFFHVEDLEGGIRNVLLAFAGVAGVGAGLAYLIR
* = called active by the depositor; ? = inconclusive; . = no result given.

SMILES	MEX-5 binding	BCLXL inh	MCL1-BIM inh	Yeast superoxide	CIT2-GFP yeast	AGP1-GFP MLPCN	GLD-1 TGE inh	GRK2 inh	VLA-4 inh
O=C(N/N=C/c1cccnc1)c1cc2ccccc2o1	-0.9	-1	-4	94	98	94	1	0	0
CCc1nnc(NC(=O)CSc2nnc(-c3c[nH]c4ccccc34)n2C)s1	-0.8	-7	-5	119	98	99	6	0	7
Nc1cc(=O)[nH]c(SCc2cccc3ccccc23)n1	3.7	0	5	101	75	94	-1	0	-81
Cc1ccc(S(=O)(=O)NC(=O)NCc2ccc3c(c2)OCO3)cc1	-1.2	6	5	92	110	103	2	2	-4
O=C(COc1ccccc1)N(Cc1ccco1)c1ccc(O)cc1	1.8	9	2	92	100	105	-8	1	-8
CCOC(=O)c1cc(C(=O)NN)c(C)nc1C	3.5	2	13	106	102	103	0	3	6
COCCN(CCOC)Cc1c(O)ccc2c1O/C(=C\c1ccco1)C2=O	?	106*	110*	111	92	97	72*	3	0
Cc1ccc(S(=O)(=O)N/N=C/c2ccc(C#N)cc2)cc1	2.1	3	-2	109	91	99	2	2	-1
COc1cccc(NC(=O)CN(C)C(=O)c2ccc(-c3ccc(Cl)cc3)o2)c1	1.1	5	2	91	86	98	4	1	-5
O=C(O)/C=C/C(=O)NNC(=O)c1ccc(Cl)cc1Cl	1.0	5	10	95	93	102	2	2	11
CC(=O)CC(C)=NCCN=C(C)CC(C)=O	-1.7	5	5	105	101	99	3	0	0
COc1ccc([C@H]2CC(=O)C=C(c3ccc(F)cc3OCc3ccccc3)C2)cc1OC	.	-3	-5	99	93	93	-8	0	0
CCCC(=O)Nc1ccc2oc(-c3ccncc3)nc2c1	1.2	-1	1	140	90	98	-8	0	-30
Cc1ccc(NC(=S)NCCCN2CCOCC2)cc1	.	3	14	93	91	83	0	1	18
O=C(N/N=C/C=C\c1cccc([N+](=O)[O-])c1)c1ccccn1	-2.4	-6	0	94	103	95	2	8	-1

The list goes on:
SMILES	MEX-5 binding	BCLXL inh	MCL1-BIM inh	Yeast superoxide	CIT2-GFP yeast	AGP1-GFP MLPCN	GLD-1 TGE inh	GRK2 inh	VLA-4 inh
CCOC(=O)C1=C(CC)OC(N)=C(C#N)C1c1ccc(NC(C)=O)cc1 (centres undefined)	-1.4	1	2	95	111	103	5	0	9
CC(C)C(=O)OCCN=C1NS(=O)(=O)c2ccccc21	0.6	2	-2	86	101	107	-2	1	4
Cc1cccn2c(Nc3ccccc3)c(-c3ccccn3)nc12	-13	-1	3	86	100	102	1	2	-1
CC(=O)N1c2ccc(S(=O)(=O)NCCC(=O)Nc3ccc(F)cc3)cc2CC1C (centres undefined)	2.4	-1	-1	85	105	93	0	0	6
COc1cc(/C=C(/NC(=O)c2ccccc2)C(=O)Nc2ccc(O)cc2)c([N+](=O)[O-])cc1OC	0.5	4	2	123	108	107	3	0	12
O=C(NCc1ccccc1Cl)c1ccc2c(=O)n(CCCN3CCCC3=O)c(=S)[nH]c2c1	-4.0	0	0	103	102	104	8	0	-18
CC(C)C(C(=O)Nc1ccc2c(c1)OCCOCCOCCOCCO2)N1C(=O)c2ccccc2C1=O (centres undefined)	1.6	6	-4	104	98	105	0	0	10
Cc1cc(OCC(O)CN(CCO)CCO)ccc1Cl (centres undefined)	-0.9	0	-2	116	104	103	4	2	-9
CCNc1nc(OC)nc(N(OC)S(=O)(=O)c2ccc(C)cc2)n1	0.9	0	1	82	101	90	-4	33	9
COCCNC(=O)C(=O)Nc1ccc(Cl)cc1C	3.5	5	3	108	84	95	-8	0	20
CCOC(=O)/C(C#N)=C/Nc1ccsc1C(C)=O	-0.9	0	8	102	99	98	-2	1	3
COc1ccc(OCC(=O)N2CCOCC2)cc1	-0.2	1	-1	106	101	103	-6	2	21
CCOC(=O)C1CCN(C(=O)CCc2ccc(S(=O)(=O)NCC(C)C)cc2)CC1	0.8	1	9	115	101	99	5	0	-35
O=C(O/N=C1/CCCc2occc21)c1ccc(F)cc1	-0.4	-2	-1	138	102	97	5	0	4
CCn1c(SCC(=O)Nc2ccc(NC(C)=O)cc2)nc2c1c(=O)n(C)c(=O)n2C	3.5	0	-3	98	99	98	0	3	7

Later entries
SMILES	MEX-5 binding	BCLXL inh	MCL1-BIM inh	Yeast superoxide	CIT2-GFP yeast	AGP1-GFP MLPCN	GLD-1 TGE inh	GRK2 inh	VLA-4 inh
COc1ccc(CNC(=O)c2cccc(NC(=O)c3ccccc3)c2)cc1	-0.3	6	0	95	104	99	-2	2	24
Cc1ccc(C)c(C(=O)CN2C(=O)CCC2=O)c1	1.9	-1	-5	92	106	98	-1	4	-8
Cc1ncoc1C(=O)Nc1ncc([N+](=O)[O-])s1	-0.5	25	28	107	101	98	0	0	4
COc1ccc(S(=O)(=O)Cc2ccc(C(=O)N3CCN(c4ccc(Cl)cc4)CC3)o2)cc1	1.2	3	2	105	99	101	7	0	19
COc1ccc(S(=O)(=O)Nc2nc3ccccc3nc2Nc2ccc3c(c2)OCO3)cc1	3.6	-1	4	107	108	101	5	4	20
Cc1oc2c(cc(NS(=O)(=O)c3ccc(Cl)cc3)c3ccccc32)c1C(=O)O	.	.	.	111	94	93	.	4	11
O=[N+]([O-])c1ccc(O)c(C=Nc2ccc3c(c2)OCO3)c1	-5.8	3	-4	93	94	100	4	1	-5
Cc1cc2c(c(=O)n1Cc1ccccn1)C(C(C)C)C(C#N)=C(N)O2 (centres undefined)	-3.9	-1	-2	100	90	98	0	2	15
COc1ccc(CCNC(=O)C2CCN(C(=O)c3ccc(F)cc3)CC2)cc1	-1.5	-1	-8	107	99	99	2	2	9
CN(CCOc1ccc(-c2ccn(S(=O)(=O)c3c(Cl)cccc3Cl)n2)cc1)c1ccccn1	1.1	2	-2	97	99	101	14	0	-1
COc1ccccc1NC(=O)NC1CCCCCCC1	.	.	.	100	92	93	.	1	-13
Cc1ccc(C(=O)N/C(=C\c2ccco2)C(=O)NCc2cccnc2)cc1	1.0	10	9	115	92	98	8	3	-13
Clc1ccc(-n2nnnc2-c2ccno2)cc1	-1.6	-3	2	114	96	107	-1	1	-5
Cc1ccc(CNC(=O)c2ccc(NC(=O)CCS(=O)(=O)c3cccs3)cc2)cc1	-1.4	-2	0	100	90	91	1	0	4
CCn1cc(C(=O)N[C@@H](CCSC)C(=O)NCCCOC)c(=O)c2cc3c(cc21)OCO3	-0.7	5	3	99	101	104	-3	1	-2

Further structures:
SMILES	MEX-5 binding	BCLXL inh	MCL1-BIM inh	Yeast superoxide	CIT2-GFP yeast	AGP1-GFP MLPCN	GLD-1 TGE inh	GRK2 inh	VLA-4 inh
CCOC(=O)CNC(=O)C1(c2ccccc2)CCCC1	-1.8	5	-4	103	79	90	3	1	5
CC(C)CNc1oc(-c2ccc(F)cc2)nc1C#N	-3.5	2	8	108	97	91	4	0	15
CN(C)c1nc(Oc2ccc(N)cc2)nc(N(C)C)n1	0.3	4	2	86	111	101	6	3	-3
Cc1ccc(CN(C(=O)c2cc(=O)c3cc(Cl)c(C)cc3o2)C2CCS(=O)(=O)C2)cc1 (centres undefined)	2.3	-1	10	108	88	92	-3	2	-3
COc1ccc(NC2=NCC(=O)N2c2ccccc2F)c(OC)c1	-0.4	4	2	88	90	94	3	0	2
Cc1ccc(NC(=S)N2CCN(S(=O)(=O)c3c(F)cccc3F)CC2)cc1C	2.7	-6	-8	111	93	102	2	5	18
Cn1c(SCC(=O)N2CCc3ccccc3C2)nnc1-c1cccs1	0.0	-4	-3	130	85	93	1	3	0
COc1cccc(C2NC(=O)CCC2[N+](=O)[O-])c1OC (centres undefined)	1.2	2	3	94	105	103	-4	0	3
CC1CCCC(C)N1CCCNC(=O)CN1C(=O)COc2ccc(S(=O)(=O)N3CCOCC3)cc21 (centres undefined)	-0.3	8	5	98	104	103	0	0	9
COc1cc(CN2CCCC(C(=O)N3CCc4ccccc4C3)C2)cc(OC)c1OC (centres undefined)	-0.7	-1	5	91	104	94	-4	0	3
Cc1ccc(C=Nc2cccnc2N)cc1	-8.1	60*	70*	93	103	103	80*	0	-1
O=S(=O)(c1ccc(F)cc1)N1CCCC(CO)C1 (centres undefined)	1.3	7	-5	100	97	91	2	1	-5
O=C1c2ccccc2-c2cccnc21	1.3	2	-6	114	109	108	1	4	1
COc1nc(C)c2cc(C)oc2n1	-3.2	-1	1	105	105	103	-3	2	4
CCOc1ccc(S(=O)(=O)N2CCC(C(=O)N3CCOCC3)CC2)cc1C	-4.5	13	6	102	103	107	6	0	-5

Following part.
SMILES	MEX-5 binding	BCLXL inh	MCL1-BIM inh	Yeast superoxide	CIT2-GFP yeast	AGP1-GFP MLPCN	GLD-1 TGE inh	GRK2 inh	VLA-4 inh
Cc1ccc(-c2nc(Nc3ccc(N4CCOCC4)cc3)c3ccccc3n2)cc1	-1.5	0	25	79	.	.	12	10	-4
CCn1nc(C(=O)OCC(=O)c2ccc3c(c2)OCCO3)c2ccccc2c1=O	0.4	-2	2	93	102	103	-7	0	-3
CN(C[C@H](Cc1ccccc1)N(C[C@@H](CC1CCCCC1)N(CCc1ccccc1)N=O)N=O)N=O	2.3	3	2	.	.	.	0	.	.
Cc1cc2c(sc3ccccc32)c(C)n1	1.5	2	5	93	97	102	-1	0	3
Cc1ccc(CCC(=O)Nc2ccc(S(N)(=O)=O)cc2)o1	-2.0	4	1	96	110	105	2	3	1
CCOc1ccc(-n2ccnc(SCC(=O)Nc3ccc(CC)cc3)c2=O)cc1	-4.0	3	9	123	93	104	3	2	7
CCCNC(=O)COC(=O)c1n[nH]c2ccccc12	1.1	-11	1	93	104	95	12	2	1
Cc1nn(C(=O)N(C)C)c(C)c1CN1C(=O)c2ccccc2C1=O	-0.8	.	.	104	103	107	.	0	-1
COc1ccc(-c2cc(C(F)(F)F)nc(N3CCN(Cc4ccccc4)CC3)n2)cc1OC	2.4	-1	1	100	93	95	-2	0	7
Cc1cccc(OCc2nnc(SCc3cc(=O)[nH]c4ccccc34)n2-c2ccccc2)c1	2.5	-3	-1	100	95	102	12	1	20
CC(C)NC(=O)CSc1nc(Cc2cccs2)nc2ccccc12	-2.3	4	6	118	88	90	3	1	-1
Cc1ccc([N+](=O)[O-])cc1NC(=O)c1ccc(CSc2ccccc2)cc1	-1.0	2	14	121	99	108	7	2	2
CCn1c2ccccc2c2cc(NC(=O)CSc3nnc(C4CC4)n3Cc3ccco3)ccc21	-3.8	5	13	99	90	97	9	2	-10
COc1cc(C(CC(=O)Nc2ncccc2C)N2Cc3ccccc3C2=O)cc(OC)c1OC (centres undefined)	-0.6	2	4	89	108	63	-10	3	-9
Nc1cc(S(=O)(=O)Nc2ccccc2Cl)ccc1N1CCOCC1	3.9	4	4	106	92	97	4	1	8
